Screening data (PubChem)
HT1080 IDH1KD tx: qHTS for induction of synthetic lethality in tumor cells producing 2HG: qHTS for the HT-1080-IDH1KD cell line. HT-1080 IDH1 knockdown viability, ATP luminescence, 48 h. Potency, µM (titrated, usually from 46.1 µM), without a hit: at the highest dose activity, negative = toxicity, usual class: cytotoxic. 360,000 compounds, 2% hits;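 further: potency means the concentration at half of the fitted maximal effect; 0% = DMSO wells and -100% = cell-free medium wells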
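Viability of IDH1-knockdown HT-1080 fibrosarcoma cells was assessed by CellTiter-Glo after 48 h at 37 °C with titrated compound; concentration-effect curves were classified by fit quality and response size.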
HepG2 tox: qHTS for Inhibitors of TGF-b: Cytotox Counterscreen. HepG2 CAGA-GFP viability, ATP luminescence, 18 h. AID 588856, 2011. 410,000 compounds, 0.76% hits. Potency, µM (top dose mostly 46.1 µM), for inactives: at the highest dose activity change, negative = cytotoxicity, hits mostly cytotoxic; further: potency means the concentration at half of the fitted maximal effect; some results filed as inactive show a strong effect at the top dose
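CellTiter-Glo luminescence gave cytotoxicity after 18 hours at 37 degrees C. The cells were HepG2 CAGA-GFP in 1% FBS DMEM, stimulated with 500 pg/mL TGF-beta after compound addition. %Activity was normalised to no-cell wells (complete cell-killing) and DMSO (no toxicity), and curves were fitted and classified.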
MCF10A rerep: A quantitative high throughput screen for small molecules that induce DNA re-replication in MCF 10a normal breast cells. MCF 10A DNA re-replication, Hoechst nuclear intensity, 48 h. Potency, µM (series often up to 46.1 µM), inactives show top-dose activity, positive = re-replication, hits mostly activators. 350,000 compounds, 2.9% hits. AID 624296, 2012; further: potency means the concentration at half of the fitted maximal effect; % of control where 0% means no effect; nearly all actives have a fitted effect of over 50% in size
ATXN2 expr inh: Primary qHTS for Inhibitors of ATXN expression; HEK-293 ATXN2-luciferase reporter, luminescence, 24 h; Potency, µM (titrated, usually from 57 µM), for the others: top-dose activity change, negative = inhibition, most hits filed as inhibitors; 360,000 compounds, 0.72% hits; AID 1745845, 2022; further: potency means the concentration at half of the fitted maximal effect; on the % scale 0 is the no-effect control and ±100 the full control effect; nearly all actives have a fitted effect of over 55% in size
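ATXN2-luciferase reporter cells (luciferase flanked by upstream and downstream ATXN2 gene portions) were treated 24 h at 37 °C with compounds at up to 57 uM. SteadyGlo luminescence gave expression; GF-AFC fluorescence gave viability.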
KB-3-1 tox: qHTS assay for MDR1-selective chemotherapeutics: Primary screen using the parental adenocarcinoma cell KB-3-1; KB-3-1 viability, CellTiter-Glo ATP luminescence, 72 h; Potency, µM (highest dose often 46.1 µM), without a hit: at the top dose activity change, negative = cytotoxic, actives largely listed as cytotoxic; 400,000 compounds, 1.4% hits; further: potency means the concentration at half of the fitted maximal effect; on the % scale 0 is the no-effect control and ±100 the full control effect; nearly all actives have a fitted effect of over 60% in size
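72 h, 37 °C compound treatment of KB-3-1 parental cells; CellTiter-Glo added, 10 min, luminescence read. Data corrected against DMSO-only plates and normalized before curve fitting.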
IL-1B inflam inh: qHTS for Inhibitors of Inflammasome Signaling: IL-1-beta AlphaLISA Primary Screen; THP-1 LPS/ATP IL-1B secretion, AlphaLISA, 16 h; active compounds read low; activity change, % at 57.5 µM; 360,000 compounds, 4.7% hits; in the data active means activity change below about -50%; inconclusive means mostly about -30% to -49%; further: on the % scale 0 is the no-effect control and ±100 the full control effect
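Secreted IL-1B measured by AlphaLISA bead assay after 16 h compound exposure of THP-1 cells; compounds (final up to 57.5 uM) added 1 h before LPS (250 ng/mL) and ATP (1.25 mM) stimulation; lower signal means less secretion.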
SW480 rerep: A quantitative high throughput screen for small molecules that induce DNA re-replication in SW480 colon adenocarcinoma cells; SW480 DNA re-replication, Hoechst DNA content imaging, 48 h; Potency, µM (highest dose often 46.1 µM), for the others: at the highest dose re-replication activation, most hits filed as activators; 340,000 compounds, 1.8% hits; AID 624297, 2012; further: potency means the concentration at half of the fitted maximal effect; % of control where 0% means no effect; nearly all actives have a fitted effect of over 55% in size
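Image-based read-out: total Hoechst fluorescence of nuclei (405 nm excitation, 500-530 nm emission), with hits raising the fraction of high-intensity nuclei. SW480 colon cells incubated 48 hr with compounds at 37 C.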
HT1080-NT tox: qHTS for induction of synthetic lethality in tumor cells producing 2HG: qHTS for the HT-1080-NT fibrosarcoma cell line. 360,000 compounds, 1.6% hits. AID 686970, 2013. Potency, µM (series often up to 46.1 µM), for the others: at the highest dose activity, negative = less viability, actives largely listed as cytotoxic. HT-1080-NT fibrosarcoma viability, CellTiter-Glo ATP luminescence, 48 h;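 further: NT is the 2HG producing partner of a matched IDH1 knockdown line; potency means the concentration at half of the fitted maximal effect; 0% = DMSO-treated cells and -100% = media-only wells without cells; nearly all actives have a fitted effect of over 55% in size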
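750 cells/well, RPMI + 5% FBS; 2 h settle, compound pin-transfer, 48 h at 37 degrees C. CellTiter-Glo 10 min RT, luminescence. Normalized to DMSO and media-only wells.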
ATXN viability: Viability Counterscreen for Primary qHTS for Inhibitors of ATXN expression. 400,000 compounds, 0.49% hits. AID 651635, 2014. Potency, µM (titrated, usually from 56.7 µM), actives largely listed as cytotoxic. S2 cells (HEK-293 line with an ATXN2-luciferase reporter) viability, CellTiter-Fluor protease fluorescence, 24 h; further: potency means the concentration at half of the fitted maximal effect; nearly all actives have a fitted effect of over 40% in size
Active calls of the source: *; i = inactive; ? = inconclusive; · = not tested or not shown; & = joins results of further samples; [ ] = remark or other dose. Unless noted, the call rests on the fitted dose curve; in most records, active means well fitted curve in the direction sought with a large enough effect; inconclusive means small, poorly fitted or top-dose-only effect, or another doubt; inactive means no such curve, though single readings can be large; an effect the other way counts as inactive or inconclusive. Hits appear at their usual frequency. Share with any hit: about 8.9%.

SMILES	HT1080 IDH1KD tx	HepG2 tox	MCF10A rerep	ATXN2 expr inh	KB-3-1 tox	IL-1B inflam inh	SW480 rerep	HT1080-NT tox	ATXN viability
COc1ccc(-c2cc(C(=O)Nc3ccc(Br)cc3)no2)cc1	22%	-4%	13%	-11%	8%	-12	7%	13%	i
O=C(c1cn(-c2ccccc2)nc1-c1cccs1)N(CCO)Cc1ccccc1	-18%	-26%	4%	-6%	7%	-11	5%	-23%	i
O=C1C(Cl)=C(N2CCCCC2)C(=O)N1c1ccccc1Cl	8%	15%	9%	22%	7%	41	12%	2%	i
CC(=O)SCCC(=O)N1C(C)CCCC1C(=O)O (stereo unspecified)	14%	-34%	3%	-4%	10%	-2	2%	21%	i
COc1ccccc1-c1cc(C(F)(F)F)nc(S(=O)(=O)CCCC(=O)Nc2cc(C)ccc2O)n1	·	2%	·	9%	2%	·	·	·	i
O=C(NCc1cccnc1)c1ccc(-c2ccc(Cl)cc2)o1	-13%	-29%	-5%	·	-1%	-2	-49%[inhibitor]	-13%	i
Cc1ccc(CNC(=O)CC2(CC3=NS(=O)(=O)c4ccccc4N3)CCCC2)cc1	-12%	1%	3%	-35%	-2%	-4	-9%	-16%	?
CCOC(=O)NC1=NCC(C)(C)S1	12%	3%	-2%	11%	-4%	16	-3%	8%	i
CCCNC(=O)CSc1ccc(S(=O)(=O)N(C)C2CCCCC2)cn1	3%	-3%	·	·	-6%	14	·	1%	i
CCCCN(C(=O)c1cccc(-n2cccc2)c1)c1c(N)n(CCCC)c(=O)[nH]c1=O	0%	-3%	?	5%	17%	0	?	14%	i
O=C1C=C(NCCc2ccccc2)C2(CCCCC2)O1	14%	6%	?	22%	-9%	-9	1%	10%	·
CN(CC(=O)Nc1cccc(F)c1)C(=O)c1ccc(-c2cccc(C(F)(F)F)c2)o1	-23%	-35%	28%	-16%	-9%	-21	1%	-11%	i
Cc1ccc(-n2ncc3c(SCc4ccccc4)ncnc32)cc1	-3%	-3%	?	76%[activator]	?	20	-83%[inhibitor]	-2%	i
CCOC(=O)c1c(S(=O)(=O)NCC(=O)N2CCN(c3cccc(OC)c3)CC2)c(C)n(C)c1C	13%	-1%	0%	7%	0%	0	-6%	2%	i
COc1ccc2cc(S(=O)(=O)N3CCCCC3)ccc2c1S(=O)(=O)N1CCCCC1	-1%	-12%	?	-35%	?	-14	?	-1%	i
COc1ccc(CC2(CO)CCN(Cc3cnn(-c4ccc(F)cc4)c3)CC2)cc1	14%	-30%	3%	·	-11%	22	?	-9%	i
CC1CCCC(NC(=O)C2CCN(S(=O)(=O)c3cnc[nH]3)CC2)C1C (stereo unspecified)	20%	15%	0%	5%	13%	18	26%	1%	i
O=C(CNC(=O)c1ccccc1F)NCCc1ccccc1F	-3%	-9%	-4%	6%	0%	0	6%	-1%	i
CCCNC(=O)c1ccc2c(c1)N=C(C)c1c(C)ccc(C)c1S2	·	-22%	·	-7%	0.82µM*	·	·	·	?
Nc1nc(NCCO)nc(NCc2ccccc2)c1[N+](=O)[O-]	-13%	-9%	5%	-4%	11%	52	18%	-11%	i
CCCOc1ccc(C2=CSC3=NCCN23)cc1Cl	-20%	-40%	?	?	-7%	-6	15%	-25%	i
COC(=O)c1cccc(S(=O)(=O)N2CCN(c3nc4ccccc4s3)CC2)c1	15%	-1%	0%	5%	0%	0	-3%	18%	i
COc1ccccc1CNC(=O)c1ccccc1C(=O)NC(CC(C)C)C(=O)NCc1ccccc1OC (stereo unspecified)	14%	2%	12%	-29%	5%	?	2%	0%	?
CCO[C@H]1OC(C(=O)N2CCOCC2)=C[C@@H](c2ccc(Br)cc2)[C@@H]1CCCO	8%	2%	0%	5%	16%	-14	-5%	15%	?
Cc1cn(C2CCCCC2)c(=O)n(-c2ccccc2)c1=O	6%	4%	?	9%	·	10	-7%	6%	i
The listing continues.
SMILES	HT1080 IDH1KD tx	HepG2 tox	MCF10A rerep	ATXN2 expr inh	KB-3-1 tox	IL-1B inflam inh	SW480 rerep	HT1080-NT tox	ATXN viability
Cc1ccc2nc(-c3ccccc3)oc(=O)c2c1	-8%	-9%	-1%	·	0%	-5	2%	-2%	i
O=C(Nc1ccn(CCCN2CCC(N3CCOCC3)CC2)c(=O)n1)OCc1ccccc1	1%	-17%	·	-4%	2%	0	·	-3%	i
CC(OC(=O)/C=C/c1cccc(Cl)c1)C(=O)NC1CCCCC1C (stereo unspecified)	14%	-1%	4%	1%	16%	11	-2%	-3%	i
Cc1ccc(Oc2ccc(S(=O)(=O)NCC(C)(C)N3CCOCC3)cc2)cc1	-11%	-3%	21µM*	-20%	?	8	-11%	-19%	i
CCc1sc(Nc2cccc(C)c2)nc1-c1cc2cccc(OC)c2oc1=O	·	2%	·	5%	-7%	·	·	·	?
CCOC(OCC)P(=O)(C(C)C)C(C)C	-4%	-89%	-6%	-6%	-7%	10	-5%	3%	i
Cc1ccccc1N1C(S)=C(C#N)C(=O)NC12CCCCC2	-1%	-17%	?	-11%	1%	8	?	5%	i
CCOC(=O)N1CCN(C(=O)CSc2nc(-c3cccc(C)c3)ns2)CC1	1%	2%	-1%	-4%	-2%	23	-12%	0%	i
Cc1ccc(OCc2cc(=O)n3c4c(sc3n2)CCCC4)c(C)c1	·	2%	·	8%	19%	·	·	·	i
Cc1ccccc1NC(=O)c1cccc2c(=O)c3c([nH]c12)CCCC3	·	-22%	·	126%[activator]	7%	·	·	·	i
CC(C)Cn1c(Br)nc2c1c(=O)n(CCC#N)c(=O)n2C	-4%[9.24 µM]	1%	3%	-3%	-17%	18	-5%	-6%	i
CCn1nnnc1NCc1ccc(N2CCCC2)cc1	5%	6%	1%	5%	-5%	1	-1%	11%	i
CCOC(=O)CC(NC(=O)Cn1nnc(-c2ccccc2F)n1)c1ccccc1Cl (stereo unspecified)	3%	0%&-16%	-4%	-12%	?	-2	4%	0%	?
CCOC(=O)C1CCCN(C(=O)N2CCOCC2)C1 (stereo unspecified)	5%	1%	-2%	4%	2%	-23	0%	-5%	i
CCOC(=O)/C=C1\Nc2ccccc2SC1=O	9%	-2%	0%	3%	4%	-27	-10%	14%	i
COc1ccc(OC)c(NC(=O)c2ccc(S(=O)(=O)N3CCN(C)CC3)cc2)c1	7%	-3%	8%	-10%	20%	20	2%	-1%	i
CC(C)C(NC(=O)C1CCCCC1)C(=O)NC1CCCC(C)C1C (stereo unspecified)	8%	18%	-19%	-1%	11%	-8	2%	26%	·
Cc1ccc(CNC(=O)CS(=O)(=O)c2cccc3nsnc23)cc1	·	-15%	·	?	?	·	·	·	i
CCc1nn(CC(=O)NCCCN2CCOCC2)c(=O)c2cc3cc(F)ccc3n12	19%	-4%	?	2%	-1%	2	-5%	10%	i
CC(NC(=O)CNC(=O)c1ccc2c(c1)OCO2)c1ccc(S(N)(=O)=O)cc1 (stereo unspecified)	2%	5%	8%	-3%	-25%	0	-6%	14%	i
Cc1c(S(=O)(=O)c2cccc(Cl)c2)nnn1-c1cccc(C(F)(F)F)c1	·	-17%	·	-14%	0%	·	·	·	i
O=C(c1ccco1)N1CCN(c2ncnc3c2nnn3Cc2ccccc2Cl)CC1	-17%	10%	-8%	-6%	-13%	-24	-16%	2%	i
COC(=O)[C@]1(C)N[C@H](CN(C)C(=O)C2CCCCC2)[C@@H]2C(=O)N(C)C(=O)[C@@H]21	-2%	-5%	25%	-16%	0%	29	-19%	0%	i
O=C(CNCCc1ccc(F)cc1)Nc1cc(F)ccc1F	9%	-6%	-5%	-8%	23%	-25	3%	7%	i
Cc1cccc(N(CC(=O)N2CCN(c3ccccc3F)CC2)S(C)(=O)=O)c1	0%	-8%	-2%	2%[11.3 µM]	-6%	-9	0%	2%	i
Other structures.
SMILES	HT1080 IDH1KD tx	HepG2 tox	MCF10A rerep	ATXN2 expr inh	KB-3-1 tox	IL-1B inflam inh	SW480 rerep	HT1080-NT tox	ATXN viability
O=C1OCC(CC2=C(O)C(=O)OC2)=C1O	18%	2%	-3%	19%	0%	-5	1%	3%	i
Cc1ccccc1OCc1nnc(SCC(=O)Nc2ccc3nc(SCC(=O)Nc4ccccc4)sc3c2)n1C	?	-21%	-25%	-34%	-5%	27	-1%	-15%	?
COCCNC(=S)N1CCC(Cc2ccccc2)CC1	5%	-3%	11%	·	-1%	6	-11%	10%	i
COc1ccc(COC(=O)CCN=C2NS(=O)(=O)c3ccccc32)cc1F	2%	15%	-3%	-1%	-10%	15	-3%	2%	i
CSc1nsc(SCC(=O)Nc2ccc(F)cc2)n1	6%	-3%	13%	18%	15%	12	-6%	0%	i
CCN(CC)CCNC(=O)c1cc2c(=O)oc3ccc(C)cc3c2s1	·	5%	·	11%	-9%	·	·	·	i
COc1cc(/C=C/c2ccc3cccc(O)c3n2)ccc1O	?	-53%	12µM*	·	?	?	24%	-30%	·
CCOC(=O)c1c(C)[nH]c(C(=O)Cn2c(=O)c3c(ncn3CC)n(Cc3ccccc3)c2=O)c1C	-1%[9.24 µM]	9%	·	10%	9%	-10	·	-15%	i
CCn1cc(C(=O)NCCC(C)C)c(=O)c2cc(S(=O)(=O)N3CCCCC3)ccc21	-4%	4%	-3%	-12%	-6%	0	-17%	1%	i
Cc1ccc(C(=O)Nc2ccc(Oc3cccc(C(F)(F)F)c3)nc2)cc1	-8%	-19%	-11%	-16%	-24%	4	?	-27%	i
CCO/C(C)=C1\C(=O)Nc2ccccc21	-1%	-51%	-6%	-7%	6%	5	3%	-4%	i
